FBPA Giardia inh: blocks Giardia fructose-bisphosphate aldolase activity; purified Giardia FBPA; AID 2451; Potency, µM (titrated, usually from 59.6 µM), for inactives: top-dose activity, negative = inhibition, usual class: inhibitors; A8B2U2; 290,000 compounds, 0.71% hits; note: potency is the fitted concentration of half-maximal effect; % is set by controls: 0 for no effect and ±100 for the full control effect; nearly all actives have a fitted effect of over 55% in size
Target sequence (A8B2U2 whole entry, looked up): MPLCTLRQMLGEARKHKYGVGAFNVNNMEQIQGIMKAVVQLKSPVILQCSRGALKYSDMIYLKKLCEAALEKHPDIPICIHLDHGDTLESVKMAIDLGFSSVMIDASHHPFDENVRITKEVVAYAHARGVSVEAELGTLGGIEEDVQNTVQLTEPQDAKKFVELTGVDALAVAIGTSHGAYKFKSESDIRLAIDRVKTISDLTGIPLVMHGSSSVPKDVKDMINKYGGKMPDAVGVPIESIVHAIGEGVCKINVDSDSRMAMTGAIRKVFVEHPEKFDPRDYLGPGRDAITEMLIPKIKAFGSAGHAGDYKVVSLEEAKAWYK
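Giardia FBPA (40 nM reagent) was preincubated 10 min at RT with compound (up to 57.5 uM final), then substrate plus GAPDH/TPI/NAD/arsenate coupling system with diaphorase/resazurin was added; resorufin fluorescence (525/598 nm) was read after 20 min.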
Pf growth 96h: P. falciparum growth inhibition at 96 hour, primary screen for plastid delayed-death inhibitors. Potency, µM (titrated, usually from 28.7 µM), without a hit: at the top dose activity change, negative = inhibition, hits mostly inhibitors. P. falciparum luciferase reporter growth, 96 h. 320,000 compounds, 6.9% hits. AID 504834; note: potency is the fitted concentration of half-maximal effect; % is set by controls: 0 for no effect and ±100 for the full control effect
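Two parasite generations (96 h, 37 C, 5% CO2) of compound exposure in infected erythrocytes (0.05% parasitemia, 2% hematocrit). Luciferase-reporter P. falciparum; decreased luminescence indicates inhibited growth, aimed at apicoplast-acting delayed death.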
Shiga inhibitor: blocks Shiga toxin action in Vero cells. inhibition, % at 38.7 µM. Vero cells, Shiga toxin protein synthesis inhibition reporter. 290,000 compounds, 9.2% hits; in the data active = inhibition mostly above about 28%, no sharp cut-off; inactive = mostly below about 43%; note: 0% is about no effect
HCV inh: HCV inhibition. 340,000 compounds, 3.4% hits. Huh7.5.1 HCVcc-Cre infection, luciferase reporter, 44 h. Potency, µM (top dose mostly 41.8 µM), inactives show at the highest dose activity change, negative = inhibition, hits mostly inhibitors. AID 651820; note: potency is the fitted concentration of half-maximal effect; % is set by controls: 0 for no effect and ±100 for the full control effect
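Antiviral activity was scored by luciferase reporter output from cells infected with HCVcc-Cre (~0.5 moi) in presence of compound, 44 h infection period, cells seeded 1,000/well 4 h prior.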
Pf growth 48h: inhibits P. falciparum growth in the first generation, 48 h; 310,000 compounds, 5.9% hits; Potency, µM (highest dose often 28.7 µM), without a hit: at the top dose activity change, negative = inhibition, usual class: inhibitors; P. falciparum luciferase growth in erythrocytes, 48 h; note: potency is the fitted concentration of half-maximal effect; % is set by controls: 0 for no effect and ±100 for the full control effect
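Here the parasites carry a stable luciferase gene and grow inside erythrocytes in Albumax-based RPMI medium with compound for one erythrocytic cycle. Activity is scored as loss of luminescent signal.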
Cycloheximide cs: counter-screen hit for Shiga toxin inhibitors, cycloheximide; max response, %; 300,000 compounds, 12% hits; AID 2314; cell reporter, cycloheximide protein synthesis inhibition counterscreen; in the data active = max response mostly above about 13%, no sharp cut-off; inactive = mostly below about 14%; note: read at 38.3 µM for the half of the compounds with a filed dose; 0% is about no effect
* = called active by the depositor; i = inactive; ? = inconclusive; . = no result given; [ ] = another dose, or the depositor's remark. Unless noted, calls come from the whole dose curve; as a rule, active = well fitted curve in the direction sought with a large enough effect; inconclusive = small, poorly fitted or top-dose-only effect, or another doubt; inactive = no such curve, though single readings can be large; an effect the other way counts as inactive or inconclusive. Random draw from the library. About 24% of those tested had a hit in this group.

canonical_smiles | FBPA Giardia inh | Pf growth 96h | Shiga inhibitor | HCV inh | Pf growth 48h | Cycloheximide cs
N#CC1=C(N)OC2=C(C(=O)CCC2)C1c1ccc(OC(=O)N2CCOCC2)cc1 (stereo not drawn) | -8% | ? | -5 | 7% | -11% | -1
COc1ccc(S(=O)(=O)N2CCCC2)cc1NC(=O)c1ccccc1 | 13% | 12µM* | 18 | 13% | 3% | -3
O=C(COCc1cc(-c2ccc3c(c2)OCO3)on1)N1CCN(c2cccc(Cl)c2)CC1 | 16% | ? | 5 | 11% | 27% | -3
CC(=O)c1cccc(S(=O)(=O)N(C)C2CCN(C)CC2)c1 | -7% | -1% | -4 | 12% | -1% | -5
COC(=O)N/N=C/c1ccc(Oc2ccccc2)cc1 | -2% | 63%[activator] | 92* | 11% | 84%[activator] | 46*
NC(=O)CC(NC(=O)c1ccc(Cl)cc1)C(=O)NCCc1ccc(S(N)(=O)=O)cc1 (stereo not drawn) | 1% | 24% | -9 | 1% | 8% | -2
Cc1ccc(C)c(CNC(=O)Nc2ccccc2)c1 | -2% | 136%[activator] | 74* | -8% | 117%[activator] | 30*
Cc1cc(C)cc(C(=O)NCCC(=O)N2CCC3(CC2)NCCc2[nH]cnc23)c1 | . | -20% | -2 | -6% | -4% | -2
COC(=O)C1=CN(c2cc(C)cc(C)c2)C=C(C(=O)OC)C1c1ccc(OC)c(O)c1 | -4% | ? | -9 | ? | 0% | 8
Cc1cc(=O)c2cc(Br)ccc2n1CC(=O)NCc1ccccc1 | -3% | ? | -12 | 13µM* | -12% | -1
Cc1ccccc1C(=O)N/N=C/c1ccc(OCC(=O)N2CCCCC2)cc1 | 2% | 0% | 15 | 13% | -15% | 8
CCCCC(=O)N/N=C/c1c(O)n(-c2cccc3ccccc23)c(=O)[nH]c1=O | 16µM* | 67%[activator] | 3 | 8% | 34%[activator] | -1
CCN(CC)S(=O)(=O)c1cccc(C(=O)NC(C(=O)Nc2nnc(C)s2)C(C)C)c1 (stereo not drawn) | -1% | . | -21 | -9% | 12µM* | -2
COc1ccc(OC)c2c(N)c(C#N)c(C(F)(F)C(F)(F)F)nc12 | -6% | 3% | -12 | -8% | 3% | -5
O=[N+]([O-])c1cccnc1N1CCN(c2ccccc2F)CC1 | 0% | 37%[activator] | 26 | 15% | i | 18*
O=C(/C=C/c1ccc2c(c1)OCO2)NCCSCc1cccc(Cl)c1 | -6% | 37% | 20 | -28% | 18% | 21*
CNc1nc(N)nc(-c2cc(Cl)ccc2OC)n1 | 5% | 39%[activator] | -3 | 17% | 19% | -4
COc1cccc(CNS(=O)(=O)c2csc(C(N)=O)c2)c1 | 15% | -3% | 9 | 13% | 14% | -4
COC(CN(C(=O)CCl)C(C(=O)NC1CCCCC1)c1ccc(C)cc1)OC (stereo not drawn) | -2% | -6% | -10 | -8% | -12% | -3
CC(C)(C)c1cc(NC(=O)CSc2nncs2)n(-c2ccccc2)n1 | 1% | 42%[activator] | -9 | ? | 1% | -2
COc1cccc(CN2CCN(C(=O)c3ccc(-c4ccccc4)cc3)CC2)c1OC | ? | 2.9µM* | -8 | -28% | -23% | 0
O=[N+]([O-])c1ccc(N/N=C/c2cccc(O)c2O)c(S(=O)(=O)N2CCOCC2)c1 | ? | ? | 3 | 2.8µM* | ? | -4
C=CCCC(=O)Nc1ccc(Br)cn1 | 0% | 4% | 31 | -19% | 14% | 28
COc1cc(CN2CCN(C(=O)c3cccc4ccccc34)CC2)cc(OC)c1OC | ? | 44%[activator] | -7 | 3% | ? | -5
C=CCn1c(=O)/c(=C/c2ccc(F)cc2)s/c1=C(\C#N)c1nnc2n1CCCCC2 | 0% | 33%[activator] | -32 | ? | -2% | 1
O=C(c1ccccc1F)N1CCN=C1SCc1cccnc1 | -2% | -17% | -4 | -2% | . | -1
COc1ccccc1OCC(=O)Nc1ccc(S(=O)(=O)N2CCCCCC2)cc1 | 2% | ? | -14 | 1.6µM* | 0% | 8
Cc1ccc(N2C(=O)c3ccc(C(=O)N4CCN(Cc5ccccc5)CC4)cc3C2=O)cc1 | 0% | 12% | -5 | -15% | 4% | 2
O=C(NCc1ccccn1)c1ccccc1Cl | -16% | . | 34 | 2% | 13% | 20
CC1=CC(=O)N(c2ccc(C)cc2)C1c1ccc(Cl)cc1 (stereo not drawn) | 7% | ? | 9 | 5% | ? | 4

Shown with two lines to a compound: entries from further up.
Values run as follows: FBPA Giardia inh | Pf growth 96h | Shiga inhibitor | HCV inh | Pf growth 48h | Cycloheximide cs
- O=[N+]([O-])c1cccnc1N1CCN(c2ccccc2F)CC1
→ 0% | 37%[activator] | 26 | 15% | i | 18*
- O=C(/C=C/c1ccc2c(c1)OCO2)NCCSCc1cccc(Cl)c1
→ -6% | 37% | 20 | -28% | 18% | 21*
- CNc1nc(N)nc(-c2cc(Cl)ccc2OC)n1
→ 5% | 39%[activator] | -3 | 17% | 19% | -4
- COc1cccc(CNS(=O)(=O)c2csc(C(N)=O)c2)c1
→ 15% | -3% | 9 | 13% | 14% | -4
- COC(CN(C(=O)CCl)C(C(=O)NC1CCCCC1)c1ccc(C)cc1)OC (stereo not drawn)
→ -2% | -6% | -10 | -8% | -12% | -3
- CC(C)(C)c1cc(NC(=O)CSc2nncs2)n(-c2ccccc2)n1
→ 1% | 42%[activator] | -9 | ? | 1% | -2
- COc1cccc(CN2CCN(C(=O)c3ccc(-c4ccccc4)cc3)CC2)c1OC
→ ? | 2.9µM* | -8 | -28% | -23% | 0

Fetched one by one from the entries so far:
canonical_smiles | FBPA Giardia inh | Pf growth 96h | Shiga inhibitor | HCV inh | Pf growth 48h | Cycloheximide cs
COC(=O)N/N=C/c1ccc(Oc2ccccc2)cc1 | -2% | 63%[activator] | 92* | 11% | 84%[activator] | 46*
CCN(CC)S(=O)(=O)c1cccc(C(=O)NC(C(=O)Nc2nnc(C)s2)C(C)C)c1 (stereo not drawn) | -1% | . | -21 | -9% | 12µM* | -2

Other results follow.
canonical_smiles | FBPA Giardia inh | Pf growth 96h | Shiga inhibitor | HCV inh | Pf growth 48h | Cycloheximide cs
C=C(C)CNC(=S)N/N=C(\C)c1cccc(NC(C)=O)c1 | ? | ? | 3 | ? | 19% | -3
Cc1[nH]c2ccccc2c1/C=N/NC(=O)c1cccs1 | -15% | 79%[1.15 µM] | 100 | ? | 22% | 51*
COc1cccc(Oc2ccc(C(F)(F)F)cc2NC(=O)c2cccc(F)c2)c1 | 8% | ? | -1 | -6% | ? | -2
O=C(O)Cc1nn(Cc2ccc(Br)cc2F)c(=O)c2ccccc12 | 15% | -13% | . | . | -6% | .
COc1ccc(N2CCN(C(=O)C(=O)c3cn(CC(=O)N4CCOCC4)c4ccccc34)CC2)cc1 | . | 0% | 3 | 9% | 10% | -3
CCN(CCO)c1cc(Cl)nc(SC)n1 | 6% | 100%[activator] | -5 | -9% | 34%[activator] | 1
Cc1c(-c2ccccc2)nc(N)c(C#N)c1-c1cccnc1 | 5% | 21% | -2 | 16% | 4% | 1
CCC(CC)NC1CCCCC1OC (stereo not drawn) | -14% | 44% | -13 | 10% | 28% | -2
CCSc1nc2ccccc2n1CCC(=O)O | 3% | . | -4 | 2% | 21% | 1
NS(=O)(=O)c1cccc(NC(=O)Cc2ccc(Cl)c(Cl)c2)c1 | 2% | 30%[activator] | -7 | 5% | 3% | -2
CCOC(=O)N1CCN(C(=O)CCc2c(C)nc3c(c(C)nn3-c3ccc(C)c(C)c3)c2C)CC1 | -4% | . | -6 | ? | 13µM* | -1
Cc1c(Cl)cccc1NC(=O)CCC(=O)NNC(=O)c1ccccc1Cl | 3% | 43%[activator] | -13 | 14% | 5% | 4
O/N=C(/c1ccc(F)cc1)C1CC1c1c(F)cccc1Cl (stereo not drawn) | 9% | 32%[activator] | -16 | -7% | -20% | -1
COc1ccc(NC(=O)C(C/C=C(/C)Cl)C(C)=O)cc1 (stereo not drawn) | 4% | -29% | 7 | 8% | ? | 0
Cc1ccc[n+](CC(O)Cn2c3ccccc3c3ccccc32)c1 (stereo not drawn) | 6% | ? | 11 | 21% | ? | 1
CC(O)CN=c1cc(-c2ccccc2)oc2ccc(Cl)cc12 (stereo not drawn) | 5% | ? | 77* | -12% | ? | 55*
C=C(C)CSCc1nc2ccccc2[nH]1 | 0% | . | 54 | 9% | 17% | 37*
Cc1cc(C=C2C(=O)N(C)C(=S)N(C)C2=O)c(C)n1C1CCCCC1 | -1% | ? | -8 | 29% | -9% | -2
CCOc1ccc(C(=O)NCC(=O)OCC(=O)Nc2ccccc2OC)cc1 | 7% | . | 8 | 5% | 3% | -1
O=C(CSc1nc(O)cc(=O)n1-c1ccccc1)Nc1ccccn1 | -4% | -16% | 10 | 20% | 5% | 5
Cc1cc(C(C)(C)C)cc(C)c1COC(=O)CN1C(=O)NC2(CCCC2)C1=O | . | ? | . | -17% | ? | .
COc1ccc(C2CC(c3ccccc3)n3nc(NC(=O)c4cccs4)nc3N2)cc1 (stereo not drawn) | 6% | -15%[5.75 µM] | 19 | ? | ? | -1
CCCNC(=O)COc1nc2ccccc2nc1N1CCOCC1 | 22% | -1% | 13 | 16% | 17% | -3
NC(=O)NC(=O)C(c1ccccc1)N1CCN(S(=O)(=O)c2ccc(Br)s2)CC1 (stereo not drawn) | . | ? | . | -8% | ? | .
Cn1c(=O)c2c(nc(N3CCCCCC3)n2CC(=O)c2ccc(Br)cc2)n(C)c1=O | 23% | 23% | 3 | 9% | 2% | 4
COc1ccc(NC(=O)c2sc(NC(=O)COc3ccccc3)nc2C)cc1 | 2% | 134%[activator] | 1 | -20% | 3% | 8
CC(C)(C)c1cc(C(=O)NCc2ccccc2)ccn1 | 5% | 9% | -3 | ? | 6% | 2
Cc1nnnn1-c1cccc(C(=O)O)c1 | 5% | . | 25 | 13% | 8% | -6
O=C(Nc1nnc(C(F)(F)F)s1)c1ccc(N2C(=O)C3C4C=CC(C4)C3C2=O)cc1 (stereo not drawn) | 12% | -28% | -7 | 10% | . | -4
O=C(c1cc(S(=O)(=O)N2CCC3(CC2)OCCO3)ccc1F)N1CCCCC1 | 2% | 34%[activator] | 2 | 13% | -3% | 10

Gathered by group, the entries above containing two or more sulfur atoms (four)
canonical_smiles | FBPA Giardia inh | Pf growth 96h | Shiga inhibitor | HCV inh | Pf growth 48h | Cycloheximide cs
CCN(CC)S(=O)(=O)c1cccc(C(=O)NC(C(=O)Nc2nnc(C)s2)C(C)C)c1 (stereo not drawn) | -1% | . | -21 | -9% | 12µM* | -2
COc1cccc(CNS(=O)(=O)c2csc(C(N)=O)c2)c1 | 15% | -3% | 9 | 13% | 14% | -4
CC(C)(C)c1cc(NC(=O)CSc2nncs2)n(-c2ccccc2)n1 | 1% | 42%[activator] | -9 | ? | 1% | -2
NC(=O)NC(=O)C(c1ccccc1)N1CCN(S(=O)(=O)c2ccc(Br)s2)CC1 (stereo not drawn) | . | ? | . | -8% | ? | .

(list continues)
canonical_smiles | FBPA Giardia inh | Pf growth 96h | Shiga inhibitor | HCV inh | Pf growth 48h | Cycloheximide cs
COc1ccccc1NC(=O)C1=C(C)NC(SCC(=O)Nc2ccc(C(=O)O)cc2)=C(C#N)C1c1cccs1 (stereo not drawn) | -5% | ? | -2 | 4% | ? | -2
COCCN(C(=O)c1ccccc1F)c1c(N)n(Cc2ccccc2)c(=O)[nH]c1=O | 5% | ? | -4 | 20% | ? | 8
O=c1[nH]c2cc(Cl)c([N+](=O)[O-])nc2[nH]1 | -29% | ? | -12 | 13% | -5% | -3
NS(=O)(=O)c1cc(C(=O)OCC(=O)N2CCOCC2)ccc1Cl | 1% | 17% | 5 | 10% | 39%[activator] | 3

Screens (PubChem BioAssay)
